Screening data (PubChem)
BoNT F protease: BoNT F light chain protease inhibition; 360,000 compounds, 0.22% hits; Multiplex microsphere protease cleavage assay, flow cytometry; inhibition, % at 10 µM; in the data active means inhibition above about 35%, passing the limit was not always enough; inconclusive means no clear call, values can overlap the other calls; further: plate controls were buffer without enzyme for full effect and enzyme alone for no effect
Mtb FBA inh: Mtb fructose-bisphosphate aldolase inhibition; AID 588726; 360,000 compounds, 2.3% hits; purified M. tuberculosis FBA, fluorescence read-out; inhibition, % at 1 µM; in the data active means inhibition above about 27%;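 further: 0% = vehicle and 100% = reference inhibitor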
Target sequence (P9WQA3 whole entry, looked up): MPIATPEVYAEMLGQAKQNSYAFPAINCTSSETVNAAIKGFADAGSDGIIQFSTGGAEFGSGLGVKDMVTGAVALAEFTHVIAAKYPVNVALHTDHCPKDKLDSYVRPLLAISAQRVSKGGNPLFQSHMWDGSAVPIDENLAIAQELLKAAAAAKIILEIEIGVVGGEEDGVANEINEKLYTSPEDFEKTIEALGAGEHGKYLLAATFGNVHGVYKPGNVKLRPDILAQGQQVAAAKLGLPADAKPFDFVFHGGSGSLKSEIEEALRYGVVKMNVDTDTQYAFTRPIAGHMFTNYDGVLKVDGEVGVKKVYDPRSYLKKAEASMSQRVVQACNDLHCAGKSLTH
BioA inh: inhibitors of Mycobacterium tuberculosis BioA enzyme; purified M. tuberculosis BioA enzyme, plate reader; inhibition, % at 9.99 µM; 360,000 compounds, 0.096% hits; in the data active means inhibition above about 40%; inconclusive means no clear call, values can overlap the other calls
Mtb UGM inh: Mtb UDP-galactopyranose mutase inhibition. P9WIQ1. purified UGM, fluorescence polarization probe displacement. inhibition, % at 10 µM. 320,000 compounds, 0.06% hits. AID 504406; in the data active means inhibition above about 10%, passing the limit was not always enough; inconclusive means no clear call, values can overlap the other calls
Target sequence (P9WIQ1 whole entry, looked up): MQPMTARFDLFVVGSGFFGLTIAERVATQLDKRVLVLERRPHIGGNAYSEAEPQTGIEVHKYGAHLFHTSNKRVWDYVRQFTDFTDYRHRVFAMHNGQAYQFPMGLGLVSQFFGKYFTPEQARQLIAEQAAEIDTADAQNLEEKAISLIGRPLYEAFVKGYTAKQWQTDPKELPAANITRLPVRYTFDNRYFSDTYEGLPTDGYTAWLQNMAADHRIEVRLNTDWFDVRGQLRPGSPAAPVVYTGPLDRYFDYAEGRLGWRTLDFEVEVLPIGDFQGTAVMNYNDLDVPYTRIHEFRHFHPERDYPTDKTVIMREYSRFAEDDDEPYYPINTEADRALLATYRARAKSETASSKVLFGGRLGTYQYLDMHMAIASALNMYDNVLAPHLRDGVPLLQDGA
CCHFV vOTU inh: CCHFV vOTU protease inhibition | Pep-AMC fluorescence | inhibition, % at 11.5 µM | 370,000 compounds, 0.55% hits | AID 651958; further: 0% = vehicle wells with enzyme and 100% = no enzyme wells
Rv3671c protease: inhibitors of M. tuberculosis serine protease Rv3671c; P9WHR9; inhibition, % at 5.96 µM; 320,000 compounds, 0.048% hits; AID 2606; in the data active means inhibition above about 38%;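 further: extracellular domain of Rv3671c used as enzyme; 0% = enzyme with DMSO and 100% = no enzyme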
DUSP3 inh: inhibitors of human VHR1 phosphatase (DUSP3); P51452; recombinant VHR phosphatase, pNPP absorbance; inhibition, % at 13.3 µM; 290,000 compounds, 0.52% hits; AID 1654; in the data active means inhibition above about 50%; further: some compounds called inactive have numbers as strong as hits
GDH-TPI inh: inhibits GDH-TPI coupling enzymes, artifact for Mtb FBA screen; AID 588335; inhibition, % at 4.8 µM; 360,000 compounds, 1.2% hits; GDH-TPI coupled enzyme counterscreen, NADH absorbance;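 further: 0% = DMSO wells and 100% = wells lacking the enzyme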
FadD28 binding: blocks FadD28 binding to the bisubstrate probe; fluorescence polarization; inhibition, % at 12.5 µM; 360,000 compounds, 0.22% hits; in the data active means inhibition above about 8.5%, passing the limit was not always enough; inconclusive means no clear call, values can overlap the other calls
MazEF act: increases E. coli MazEF RNase cleavage of RNA; P0AE70; FAM/BHQ RNA-DNA oligo cleavage fluorescence, 5 h; activation, % at 20 µM; 350,000 compounds, 0.32% hits; AID 504720; in the data active means activation above about 50%
Target sequence (P0AE70 whole entry, looked up): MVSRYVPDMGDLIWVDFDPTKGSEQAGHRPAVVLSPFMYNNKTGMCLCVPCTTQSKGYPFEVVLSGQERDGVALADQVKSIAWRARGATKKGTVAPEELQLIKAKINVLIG
* hit, by the source's call; ? = inconclusive; nt = no result given; & = joins results of further samples. Unless noted, no stated cut-off is given here; in the data, active means inhibition above about 30%; inactive means the rest.

SMILES	BoNT F protease	Mtb FBA inh	BioA inh	Mtb UGM inh	CCHFV vOTU inh	Rv3671c protease	DUSP3 inh	GDH-TPI inh	FadD28 binding	MazEF act
CCOC(=O)CSc1nc2cc3c(cc2cc1C#N)OCCO3	-2	0	nt	-2.5	0	4	4	0	-1.7	8
CN(C(=O)Nc1ccc(Cl)cc1)n1cnc2ccccc2c1=O	-7	0	0.6	-0.6	0	5	16	-1	1.1	-1
CC(Oc1ccc2ccc(=O)oc2c1)C(=O)NCCCn1ccnc1 (stereo not drawn)	0	13	7.1	-1.0	6	-4	-12	8	0.1	7
CC(C)c1cccc(C(C)C)c1NC(=O)CNCC(O)c1ccccc1 (stereo not drawn)	-3	4	-3.6	-0.4	4	-11	6	6	nt	-5
O=S(=O)(c1ccc2c(c1)oc1ccccc12)N1CCOCC1	-2	2	-0.3	-2.0	8	5	6	4	-0.8	3
CC1CCN(C(=O)C2CCN(S(=O)(=O)c3ccc(-n4cnnn4)cc3)CC2)CC1	4	2	-0.1	0.2	-3	2	3	-6	-1.3	2
O=C1CC(c2ccccc2)=C(c2ccccc2)C1	-9	0	-0.1	nt	-7	nt	nt	1	-2.1	-2
COCCNc1nc(Cl)c(C#N)s1	-4	3	nt	-1.0	-1	-5	-2	7	-2.6	1
COc1cc(OC)c(NC(=O)CCNC(=O)Cn2cnc3ccccc3c2=O)cc1Cl	11	1	-1.9	-1.7	11	8	8	6	-3.1	-3
CN(C)C1(CNC(=O)c2cccc(S(=O)(=O)NCc3ccccc3)c2)CCCCC1	7	7	nt	-0.5	3	-2	nt	10	-1.9	-1
CCn1c(SCC(=O)NCCc2ccc(F)cc2)nnc1-c1cccs1	-4	2	0.2	-0.6	1	2	15	-4	-1.4	3
O=C(NCc1ccco1)c1cnn2c(C(F)(F)F)cc(-c3ccco3)nc12	-4	0	nt	-1.4	-8	7	12	4	-2.2	7
CCC12C(=Nc3c(Cl)cccc31)C[C@@H]1CCN3C(=O)CCC[C@H]2[C@H]13 (stereo partly drawn)	3	-2	1.0	nt	3	nt	nt	-7	-4.3	6
COc1cc(OC)c2c(c1)OCC1CON(C)C21 (stereo not drawn)	-5	5	nt	-2.3	-6	1	20	6	-0.4	14
Nc1ccc2nc(-c3cccnc3)[nH]c2c1	6	4	nt	-0.6	11	-1	-2	21	-2.3	0
COc1ccc(N(C)S(=O)(=O)c2cccc(C(=O)Nc3nc4ccccc4[nH]3)c2)cc1	-13	0	-0.6	0.2	-5	4	15	2	-9.8	12
CCNC1(C(N)=O)CCN(Cc2ccccc2)CC1	12	3	4.9	nt	3	nt	nt	11	2.2	4
CC(=O)c1c(C)c(C)c2n1CCn1c(C)ccc1-2	-15	2	-0.6	2.1	14	-13	26	12	-2.4	-9
Cc1ccc2[nH]c(=O)c(CN(CCN3CCOCC3)C(=O)Nc3ccc(F)cc3)cc2c1	-17	4	2.3	-2.4	-3	3	28	11	-1.1	-3
COc1ccc(-n2ncc(C(C)NS(=O)(=O)c3ccc(C(C)=O)cc3)c2C)cc1 (stereo not drawn)	-20	13	-0.6	-1.5	17	2	18	-1	-1.8	4
CN1/C(=C/C(=S)NC(=O)C2(C)CC2(Cl)Cl)C(C)(C)c2ccccc21 (stereo not drawn)	-5	-19	-3.5	3.7	9	-16	17	-8	-5.2	16
Cc1ccc(Cn2ccc(NC(=O)c3cc(-c4ccccc4)on3)n2)cc1	-12	2	-5.0	0.5	-6	-10	26	22	0.9	-55
COc1ccc(CCNC(=O)c2ccc3c(c2)S(=O)(=O)N=C2CCCCCN23)cc1	nt	4	3.9	nt	12	5	nt	-5	-2.9	2
CCOc1cc(/C=N/Nc2cccc(C(=O)O)c2)ccc1OC(=O)c1ccccc1	2	0	nt	nt	6	nt	-12	14	0.3	1
OC1CCC2CN3CCc4c([nH]c5ccccc45)C3CC2C1 (stereo not drawn)	-34	5	-0.9	nt	-4	nt	nt	1	-1.9	nt

Additional compounds:
SMILES	BoNT F protease	Mtb FBA inh	BioA inh	Mtb UGM inh	CCHFV vOTU inh	Rv3671c protease	DUSP3 inh	GDH-TPI inh	FadD28 binding	MazEF act
O=C(/C=C/c1ccccc1)NCC1(c2ccccc2)CCOCC1	3	-1	1.3	-2.7	-8	9	-8	1	-3.2	3
Cc1nn(-c2ccccc2)c(Cl)c1C(=O)Nc1ccc(N2CCOCC2)cc1	2	1	nt	-2.2	-4	-3	35	-8	-2.1	7
COc1ccc(CCNC(=O)c2cnc3n(c2=O)CCS3)cc1OC	-12	0	48*	-2.1	-14	4	18	4	-1.3	2
CCNC(=O)C1(C)CCCN(Cc2csc3ccccc23)C1 (stereo not drawn)	0	-1	-2.1	nt	5	nt	nt	10	-1.4	nt
CCOC(=O)c1c(-c2ccccc2)csc1NC(=O)/C(C#N)=C/c1ccc(O)c(OC)c1	0	-6	nt	0.1	25	-20	-5	2	-3.6	-38
CC(/C=C/c1ccccc1)=N/O	3	1	-1.5	1.0	2	0	15	6	-3.0	6
CCC(C)N(C)C(=O)c1cc2ccccc2c(-c2ccccc2Cl)n1 (stereo not drawn)	-4	6	1.3	-0.2	-4	2	14	14	-2.0	6
COC(=O)CC(CC(=O)OC)n1cccc1	5	0	nt	nt	-7	nt	nt	-2	0.6	5
COc1cc(OC)cc(C(=O)N[C@H](C(=O)NCc2cccs2)C(C)C)c1	-4	-5	-0.7	-0.7	11	3	26	2	-2.7	4
COc1ccccc1CNC(=O)CCNS(=O)(=O)c1cc(Br)cnc1N	3	2	0.6	0.0	-5	1	2	-9	-0.7	1
COc1ccc(N2CCN(C(=O)CSc3nnc4ncccn34)CC2)cc1	5	-3	25	-1.9	-6	-2	2	-3	-2.8	4
COCCc1ccc(OCC(O)CNC(C)C)cc1 (stereo not drawn)	-4&-16&-3	1&-1&-3	-2.1&-1.0&0.0	0.1&0.8	-9&1	2&1&6	9	-6&0&0	-0.8&-2.5&-1.1	3&-1&-1
OC(c1cccc(F)c1)c1ncc(-c2ccc3ccccc3c2)[nH]1 (stereo not drawn)	-6	16	0.3	nt	0	nt	nt	15	-3.5	nt
O=C(Nc1cc(Cl)ccc1Oc1ccccc1)c1ccc(F)cc1	-2	-3	-1.4	-1.0	4	-15	-13	0	0.8	-9
Cn1c(=O)[nH]c(=O)c2c1nc(SCC(=O)O)n2Cc1ccccc1	-10	2	7.4	1.8	-10	-2	-8	9	-0.5	6
Cc1ccc(S(=O)(=O)N(C)c2ccc(OCC(=O)Nc3cccc(-n4cnnn4)c3C)cc2)cc1	-5	8	0.9	3.5	-8	-5	38	4	-0.9	9
CC1CN(C(=O)CCC(=O)NC(C)c2ccccc2)c2cc(Cl)ccc2O1 (stereo not drawn)	-8	-4	-1.3	-1.4	-3	-4	9	-4	-2.5	15
CC1(C)CC2CC(C)(CN2S(=O)(=O)c2cccc(C(=O)OCC(=O)NC(N)=O)c2)C1 (stereo not drawn)	?	2	1.2	-0.3	22	-2	nt	2	-2.3	2
Nc1nc(-c2ccc(Br)cc2)cs1	2	6	-0.3	-1.0	5	2	18	14	0.4	-12
CCCOc1ccc(N/C=C/C(=O)c2ccc(OC)c(OC)c2)cc1	0	2	-0.1	-0.4	7	-7	9	6	-2.7	-5
O=C(N/N=C/c1ccco1)c1ccccc1OCc1ccccc1Cl	-6	2	1.0	0.0	5	-5	4	16	-0.8	-10
Cc1c(/C=N/NC(N)=O)c2ccccn2c1C(=O)c1ccncc1	-12	1	1.6	3.4	32*	-8	13	56*	-3.2	12
COc1ccc(C(C)(C)C)cc1NC(=O)COC(=O)CSCc1c(C)noc1C	1	4	2.9	nt	2	nt	nt	3	-0.6	-11
O=c1c2ccccc2c(=O)n2n1Cc1ccccc1C2	4	-2	-0.8	-3.7	-9	7	30	3	-4.0	10
CC(C)(C)C1CCC(=NNC(=O)c2ccccc2-n2cccc2)CC1 (stereo not drawn)	4	1	nt	-4.6	3	5	4	1	-2.9	0

(next part)
SMILES	BoNT F protease	Mtb FBA inh	BioA inh	Mtb UGM inh	CCHFV vOTU inh	Rv3671c protease	DUSP3 inh	GDH-TPI inh	FadD28 binding	MazEF act
COC(=O)C1=C(C(=O)OC)[C@@H]2Nc3ccccc3[C@@]23C[C@@H](C(=O)OC)N(C(C)=O)C3=N1	0	-1	0.0	-0.9	-4	-2	-12	10	-2.0	5
COc1ccc([N+](=O)[O-])cc1/C=N/NC(=O)CNC(=O)C(c1ccccc1)c1ccccc1	-7	-2	-0.7	0.7	-17	-2	43	12	-2.1	14
O=C(N/N=C/c1ccc(Cl)c([N+](=O)[O-])c1)c1cc(-c2ccc3c4c(cccc24)CC3)n[nH]1	1	2	-1.0	0.0	-3	-33	30	7	-0.7	0
CC1CN(c2nc3c(c(=O)n(Cc4ccc(Cl)c(Cl)c4)c(=O)n3C)n2C)CC(C)O1 (stereo not drawn)	1	1	3.1	-1.3	-2	-9	7	5	0.9	0
Nc1ncnc2c1ncn2[C@@H]1O[C@H](C(=O)N2CCCN(Cc3cccs3)CC2)[C@@H](O)[C@H]1O	-7	1	-0.4	nt	-6	nt	nt	nt	-0.7	nt
COc1ccc(CCNC(=O)CN2C(=O)c3ccccc3S2(=O)=O)cc1OC	-6	4	-0.2	0.3	13	8	-8	-10	-3.4	6
Cc1ccc(CN2CCN(CC(=O)N3CCC(C(N)=O)CC3)C2=O)cc1	-4	7	-2.6	nt	-3	1	nt	-4	-0.7	-2
O=C(Nc1cccc(Cl)c1)OCCOC(=O)Nc1cccc(Cl)c1	1	-3	12	nt	13	nt	nt	5	-4.8	-14
COc1ccc(CNC(=O)COc2ccc(S(=O)(=O)N3CCCCC3)cc2)cc1	4	5	-2.1	1.9	-5	8	33	12	-0.1	1
CCOC(=O)c1sc(NC(=O)c2ccccc2C(=O)O)c(C(=O)OCC)c1C	-3	2	nt	-1.2	26	2	17	18	0.3	-1

Structural class, the compounds so far with an NH in an aromatic ring.
SMILES	BoNT F protease	Mtb FBA inh	BioA inh	Mtb UGM inh	CCHFV vOTU inh	Rv3671c protease	DUSP3 inh	GDH-TPI inh	FadD28 binding	MazEF act
Nc1ccc2nc(-c3cccnc3)[nH]c2c1	6	4	nt	-0.6	11	-1	-2	21	-2.3	0
COc1ccc(N(C)S(=O)(=O)c2cccc(C(=O)Nc3nc4ccccc4[nH]3)c2)cc1	-13	0	-0.6	0.2	-5	4	15	2	-9.8	12
Cc1ccc2[nH]c(=O)c(CN(CCN3CCOCC3)C(=O)Nc3ccc(F)cc3)cc2c1	-17	4	2.3	-2.4	-3	3	28	11	-1.1	-3
OC1CCC2CN3CCc4c([nH]c5ccccc45)C3CC2C1 (stereo not drawn)	-34	5	-0.9	nt	-4	nt	nt	1	-1.9	nt
OC(c1cccc(F)c1)c1ncc(-c2ccc3ccccc3c2)[nH]1 (stereo not drawn)	-6	16	0.3	nt	0	nt	nt	15	-3.5	nt
Cn1c(=O)[nH]c(=O)c2c1nc(SCC(=O)O)n2Cc1ccccc1	-10	2	7.4	1.8	-10	-2	-8	9	-0.5	6
O=C(N/N=C/c1ccc(Cl)c([N+](=O)[O-])c1)c1cc(-c2ccc3c4c(cccc24)CC3)n[nH]1	1	2	-1.0	0.0	-3	-33	30	7	-0.7	0
